# KAT2A inh – qHTS Assay for Inhibitors of GCN5L2; Histone acetyltransferase KAT2A (Homo sapiens), Q92830; GCN5L2 HAT assay, ThioGlo1 CoA-SH fluorescence; Potency, µM (highest dose often 58.9 µM), for inactives: at the highest dose activity change, negative = inhibition, actives largely listed as inhibitors; hit rate 0.21% among 390,000; AID 504327, 2011
# Target sequence (Q92830 whole entry, looked up): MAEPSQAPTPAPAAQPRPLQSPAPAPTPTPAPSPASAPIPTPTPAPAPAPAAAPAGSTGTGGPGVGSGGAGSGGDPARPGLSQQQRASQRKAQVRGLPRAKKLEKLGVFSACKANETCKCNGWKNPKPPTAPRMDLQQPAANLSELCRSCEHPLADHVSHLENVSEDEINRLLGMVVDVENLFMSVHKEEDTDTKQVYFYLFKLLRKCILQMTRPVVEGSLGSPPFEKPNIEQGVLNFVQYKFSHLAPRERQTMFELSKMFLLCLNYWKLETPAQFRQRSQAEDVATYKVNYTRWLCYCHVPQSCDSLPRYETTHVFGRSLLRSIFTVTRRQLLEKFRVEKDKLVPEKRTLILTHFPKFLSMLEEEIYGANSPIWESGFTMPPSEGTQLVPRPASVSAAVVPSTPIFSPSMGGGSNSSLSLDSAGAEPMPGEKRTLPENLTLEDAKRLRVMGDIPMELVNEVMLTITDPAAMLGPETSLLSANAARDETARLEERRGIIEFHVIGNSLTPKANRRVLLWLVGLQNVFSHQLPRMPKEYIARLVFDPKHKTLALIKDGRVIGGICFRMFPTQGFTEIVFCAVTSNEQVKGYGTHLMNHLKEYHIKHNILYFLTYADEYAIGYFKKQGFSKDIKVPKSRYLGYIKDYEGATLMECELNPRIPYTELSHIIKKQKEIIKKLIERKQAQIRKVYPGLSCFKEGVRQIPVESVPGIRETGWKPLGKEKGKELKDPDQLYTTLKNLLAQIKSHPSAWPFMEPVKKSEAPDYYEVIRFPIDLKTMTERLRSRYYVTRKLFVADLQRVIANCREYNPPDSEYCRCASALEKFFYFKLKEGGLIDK
#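 Enzyme at 20nM final was mixed with library compounds for 15 min at room temperature. Peptide H3(1-25) at 75uM, acetyl-CoA at 70uM and ThioGlo1 at 50uM were then added. Plates were read immediately and after 20 min (Ex340nm/Em540nm).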
# N370S GC – qHTS Assay for Inhibitors and Activators of N370S glucocerebrosidase as a Potential Chaperone Treatment of Gaucher Disease; N370S GC spleen homogenate, 4MU-glucoside fluorescence; hit rate 0.092% among 330,000; Potency, µM (doses to about 59.4 µM), inactives show at the highest dose activity change, negative = inhibition, hits mostly inhibitors;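 further: 0% = full enzyme activity and -100% = no enzyme basal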
# FEN1 inhibitor – qHTS Assay for the Inhibitors of Human Flap endonuclease 1 (FEN1); hit rate 0.35% among 390,000; Potency, µM (top dose mostly 114 µM), for the others: at the highest dose activity change, negative = inhibition, actives largely listed as inhibitors; Recombinant FEN1 flap cleavage, fluorescence, 15 min; P39748; further: nearly all actives have a fitted effect of over 65% in size
#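 Read-out was taken twice, immediately and after 15 min, following addition of 50 nM substrate to 10 nM FEN1 that had sat with test compound for 15 min at room temperature. Curves came from a four-parameter Hill model.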
# * marks the source's active call; other numbers are inactive results; ? = inconclusive; / = not tested or not shown; & = joins results of further samples; [ ] = remark or other dose. The call rests on the fitted dose curve; in most records, active means well fitted curve in the direction sought with a large enough effect; inconclusive means small, poorly fitted or top-dose-only effect, or another doubt; inactive means no such curve, though single readings can be large; an effect the other way counts as inactive or inconclusive. Unless noted, on the % scale 0 is the no-effect control and ±100 the full control effect; potency means the concentration at half of the fitted maximal effect.
SMILES,KAT2A inh,N370S GC,FEN1 inhibitor
CS(=O)(=O)N(Cc1ccccc1)c1ccc(C(=O)NCc2ccccc2)cc1,-1.7%,1.2%,-1.5%
O=C(NCc1ccccn1)c1nc(-c2ccc(C(F)(F)F)cc2)no1,-8.7%,4.4%,-4.0%
O=C(CC12CC3CC(CC(C3)C1)C2)NC(=S)N1CCCCC1,?,2.4%,2.8%
Cc1cc(NCc2ccco2)n2ncnc2n1,-4.5%,1.1%,-2.0%
CCCCCCNC(=O)C(C#N)c1nc2ccccc2nc1N1CCCC1 (stereo not drawn),?,10.0%,1.8%
O=C(O)c1ccc2c(c1)C(=O)N(Cc1ccccc1)C2=O,-1.3%,-4.1%,4.6%
CCc1ccc(OCc2nnc(SCC(=O)N3CCN(c4ccccc4)CC3)o2)cc1,-5.9%,1.5%,-0.3%
O=C(c1cccc(S(=O)(=O)N2CCCC2)c1)N1CCOCC1,-4.4%,/,-3.9%
CCOc1ccc(Nc2nc(N)nc(CCl)n2)cc1,-4.0%,-18.5%,-1.9%
Cc1ccc(C2=NS(=O)(=O)N(C)C(C(=O)Nc3ccc4c(c3)OCO4)=C2)cc1,-45.9%,-9.3%,-16.6%
Cc1ccc2nc(-c3ccsc3)c(Nc3ccc(C(C)C)cc3)n2c1,-9.5%,/,-1.3%
COc1ccc(-c2cn[nH]c2-c2ccc(OCc3ccccc3)cc2O)cc1,-4.0%,0.5%,-9.6%
CCOc1ccccc1N1CC(C(=O)Nc2c(C)n(C)n(-c3ccccc3)c2=O)CC1=O (stereo not drawn),-9.6%,-6.1%,-4.6%
Cc1nn(-c2ccc(N3CCCCC3)nn2)c(C)c1CCC(=O)NCc1ccc(OC(C)C)cc1,3.1%,/,10.8%
CCn1ccnc1CNC(=O)CC1C(=O)NCCN1Cc1ccccc1F (stereo not drawn),0.8%,-1.4%,12.0%
O=C(/C=C/c1ccco1)NCC(=O)N/N=C/c1ccc(Cl)cc1,-3.8%,-3.7%,-9.5%
Cc1cc(/C=C2\SC(=S)NC2=O)c(C)n1C1CC1,-17.7%,-30.6%,-2.2%
Cc1oc(-c2ccccc2F)nc1CS(=O)(=O)CC(=O)N1CCc2ccccc21,2.4%,10.8%,-0.6%
Cn1c(-c2ccc([N+](=O)[O-])cc2)nc2ccccc21,-0.1%,5.0%,-4.1%
CCCc1cc(=O)oc2c(CN3CCCC3)c(O)ccc12,?,?,-0.9%
O=C(Nc1ccc(Cl)cn1)c1ccccc1SCc1ccccc1,-12.1%,-11.2%,-2.3%
O=C(Nc1nnc(S(=O)(=O)N2CCCCCC2)s1)c1cccc(Br)c1,-2.6%&-4.6%,-0.7%,4.6%&9.3%
Cc1oc(C)c(C(=O)O)c1C(=O)O,1.2%,2.0%,-5.2%
CCOC(=O)N1CCN(C(=O)CCCn2nnnc2CN2CCC(C)CC2)CC1,-2.3%,1.9%,-2.7%
Cc1cc(C(F)F)n2nc(C(=O)Nc3ccccc3Br)nc2n1,-25.3%,-1.0%,0.4%
# Continuation:
SMILES,KAT2A inh,N370S GC,FEN1 inhibitor
Cc1cc(NC(=O)CSc2nc3c([nH]c4ccccc43)c(=O)n2-c2ccc(Cl)cc2)no1,-5.8%,/,-4.6%
CCOC(=O)CC(NC(=O)CCc1c(C)nc2c(-c3ccccc3)c(C)nn2c1C)c1ccc(C)cc1 (stereo not drawn),-6.9%,/,1.1%
CC(=O)c1cccc(Nc2nc(=O)c3cccnc3s2)c1,-4.9%[0.501 µM],-7.6%,-6.2%
CCC(=O)N1CCc2cc(Br)cc(S(=O)(=O)N(C)c3ccc(OC)cc3OC)c21,-9.4%,0.2%,11.8%
COc1ccc(CC(=O)Nc2cc(S(=O)(=O)N3CCCCC3)ccc2C)cc1OC,-7.2%,5.1%,-0.3%
COc1cc(/C=C(\C#N)C(=O)Nc2ccc(SC(F)F)cc2)cc(OC)c1OC,-25.7%,-20.3%,0.9%
COC(=O)c1sc2ccccc2c1-n1cccc1C(=O)C(=O)Nc1ccc(OC)cc1,?,11.0%,-3.3%
Cc1ccc(C(=O)NC2CCSC2=O)cc1 (stereo not drawn),2.9%,2.4%,-3.8%
CCCNC(=O)C(Cc1cccc(Cl)c1)NC(=O)c1ccccc1 (stereo not drawn),-0.9%,/,19.9%
COc1ccc(N2CC(C(=O)N3CCN(C(=O)c4ccco4)CC3)CC2=O)cc1 (stereo not drawn),-4.5%,-3.7%,-1.7%
COc1ccc(C(CNS(=O)(=O)c2ccc(F)cc2)N2CCN(C)CC2)cc1 (stereo not drawn),-0.2%,-1.1%,-2.0%
COc1ccc(/C=C2/CCc3ccccc3C2=O)cc1OC,-11.2%,20.9%,-6.1%
COc1ccccc1Nc1c2c(nc3ccc(NC(=O)c4cccc(OC)c4OC)cc13)CCCC2,-7.9%,/,-17.7%
O=C(O)CCC(=O)N1CCN(Cc2ccc3c(c2)OCO3)CC1,-8.8%,3.5%,-2.7%
Cn1cc(S(=O)(=O)N2CCOCC2)cc1C(=O)NCCc1ccccc1,?,-3.8%,-12.8%
O=[N+]([O-])c1ccc(N2CCN(S(=O)(=O)c3ccc4ccccc4c3)CC2)cc1NCC1CCCO1 (stereo not drawn),0.2%,-8.1%,-4.5%
O=C(CSc1ccc(-c2cccc([N+](=O)[O-])c2)nn1)N1CCCC1,-7.4%,4.4%,-10.8%
Cc1ccc(C)c(NC(=O)CN2C(=O)CCc3ccccc32)c1,?,/,-14.5%
CC1=CC(C)(C)N=C(Nc2nc(C)c3cc(C)cc(C)c3n2)N1,-2.9%,-10.8%,?
c1ccc2c(c1)[nH]c1c(N3CCN(C4CCCCC4)CC3)ncnc12,-4.2%,4.4%,-9.5%
CC(=O)Nc1cc(OC(=O)c2ccco2)cc(OC(=O)c2ccco2)c1,-1.6%,-10.2%,-3.8%
Cc1cccc(OCC(=O)NCc2cc(C)nc3ccccc23)c1,-5.1%,-5.8%,-1.2%
O=c1c2ccccc2nc(-c2ccco2)n1-c1nc2ccccc2s1,-3.1%,-21.7%,2.0%
c1ccc(-c2csc(N3CCN(c4ccccn4)CC3)n2)cc1,-11.3%,-6.2%,-3.8%
O=C(Cc1ccccc1)Nc1ccc(NC(=O)Cc2ccccc2)c(Cl)c1,-7.5%,3.2%,-1.0%

# Compounds shown so far that contain a cyano group, in the order listed:
SMILES,KAT2A inh,N370S GC,FEN1 inhibitor
CCCCCCNC(=O)C(C#N)c1nc2ccccc2nc1N1CCCC1 (stereo not drawn),?,10.0%,1.8%
COc1cc(/C=C(\C#N)C(=O)Nc2ccc(SC(F)F)cc2)cc(OC)c1OC,-25.7%,-20.3%,0.9%

# Additional results:
SMILES,KAT2A inh,N370S GC,FEN1 inhibitor
COc1ccc(CNS(=O)(=O)c2cnc(N)nc2)c(OC)c1,-4.5%,/,11.6%
CC(C)(O)CC[C@@H](O)[C@](C)(O)[C@H]1CC[C@@]2(O)C3=CC(=O)[C@@H]4C[C@@H](O)[C@@H](O)C[C@]4(C)C3CC[C@]12C (stereo partly drawn),3.6%,-10.7%,-1.9%
COc1ccc(CNCC(=O)Nc2cc(OC)cc(OC)c2)cc1,2.1%,-3.4%,9.5%
COc1ccc(CSc2n[nH]c(C)n2)cc1Br,5.6%,5.3%,6.6%
COc1ccc(C(NC(=O)C(C)C)c2c(O)ccc3ccccc23)cc1OC (stereo not drawn),0.1%,?,-6.5%
CCOC(=O)c1c(N=CN(C)C)c2cc([N+](=O)[O-])cnc2n1C,-0.7%,2.6%,-0.2%
CC(=O)N1N=C(c2ccncc2)OC12CCCC2,-2.3%,5.5%,0.1%
COc1ccccc1OCC(=O)Nc1cccc(N(C)S(C)(=O)=O)c1,-8.7%,16.2%,-1.6%
CC(Nc1nc(N2CCCC2)nc2ccccc12)c1ccccc1 (stereo not drawn),-8.6%,?,3.4%
CC12CN3CC(c4ccccc4)(CN(C1)C3c1ccc(Cl)cc1)C2=O (stereo not drawn),2.2%,/,-7.0%
CN(Cc1ccc(F)cc1)C(=O)c1cc(COc2ccc(F)cc2F)on1,0.0%,-2.1%,-4.6%
COc1ccc(CCC(=O)NCC(=O)OCc2ccccc2)cc1,-12.2%,-2.2%,-0.9%
CCCCCOc1ccc(Cl)cc1CN1CCOCC1,0.9%,-3.0%,-6.9%
COc1ccccc1N1CCN(C(=O)c2cc3c(-c4ccc(Cl)cc4)nn(C)c3s2)CC1,-10.2%,2.0%,3.7%
CN(C)c1ccc(-c2cncnc2NCc2cccs2)cc1,-19.0%,10.9%,/
Cc1c(C(=O)N2CCN(c3ncccn3)CC2)oc2ccc(F)cc12,-3.3%,/,-11.8%
c1c2c(cc3sc(N4CCCCC4)nc13)OCO2,-9.0%,?,-6.3%
Cc1cc(N2CCCCC2)nc2ccc(NC(=O)/C=C/c3ccc(OCCC(C)C)cc3)cc12,-16.3%,/,-12.0%
Cc1ccc(/C=N/NC(=O)c2ccc(N(C)S(=O)(=O)c3ccccc3)cc2)cc1,-10.1%,-3.4%,-0.5%
C=CCc1cccc2cc(-c3nc4ccc(C(=O)O)cc4[nH]3)c(=O)oc12,?,/,5.0%
CCN(CC)CCCN(CC(=O)N(C)Cc1ccccc1)C(=O)c1ccc([N+](=O)[O-])cc1,2.4%,-3.7%,6.0%
Cc1ccc(/C=c2\sc3n(c2=O)CN(c2ccc(Br)cc2)CN=3)o1,-19.5%,-3.6%,-0.1%
CCC12CN(C(=O)c3ccc(C)cc3)CC(CC)(CN(C(=O)c3ccc(C)cc3)C1)C2=O,-1.6%,-24.2%,-10.5%
CC(=O)c1cccc(NC(=O)CN(c2ccc(F)cc2)S(C)(=O)=O)c1,0.3%,2.9%,-2.2%
COc1ccc(NC(=O)c2cccc3c2C(=O)N(C2CCCCC2)C3)cc1,-4.3%,-4.2%,-26.6%

# Of the compounds above, these contain a furan ring, fused or not.
SMILES,KAT2A inh,N370S GC,FEN1 inhibitor
Cc1cc(NCc2ccco2)n2ncnc2n1,-4.5%,1.1%,-2.0%
O=C(/C=C/c1ccco1)NCC(=O)N/N=C/c1ccc(Cl)cc1,-3.8%,-3.7%,-9.5%
Cc1oc(C)c(C(=O)O)c1C(=O)O,1.2%,2.0%,-5.2%
COc1ccc(N2CC(C(=O)N3CCN(C(=O)c4ccco4)CC3)CC2=O)cc1 (stereo not drawn),-4.5%,-3.7%,-1.7%
CC(=O)Nc1cc(OC(=O)c2ccco2)cc(OC(=O)c2ccco2)c1,-1.6%,-10.2%,-3.8%
O=c1c2ccccc2nc(-c2ccco2)n1-c1nc2ccccc2s1,-3.1%,-21.7%,2.0%
Cc1c(C(=O)N2CCN(c3ncccn3)CC2)oc2ccc(F)cc12,-3.3%,/,-11.8%
Cc1ccc(/C=c2\sc3n(c2=O)CN(c2ccc(Br)cc2)CN=3)o1,-19.5%,-3.6%,-0.1%

# Later entries:
SMILES,KAT2A inh,N370S GC,FEN1 inhibitor
Cc1cc(C)cc(OCC(=O)N/N=C/c2ccco2)c1,3.7%,2.8%,5.7%
CCN(CC(=O)NCCc1ccccc1)S(=O)(=O)c1ccc(C)cc1,3.2%,17.6%,2.4%
CC(C)(C)OC(=O)NCCc1nnc(SCc2ccccc2Cl)o1,-2.3%,-4.9%,0.7%
c1ccc2c(c1)Cc1ccccc1O2,?,-6.8%,-0.4%
COc1ccc(C(=O)c2sc(Nc3ccccc3)nc2N)cc1,-6.5%&3.5%,-11.8%,7.0%&-10.1%
N#Cc1ccc(-c2cccnc2)nc1SCC(=O)Nc1sc2c(c1C#N)CCC2,-9.6%,-11.1%,-5.7%
CCC1CCCCN1C(=O)c1c[nH]c2ccc(S(=O)(=O)N(C)c3ccc(Cl)cc3)cc2c1=O (stereo not drawn),-6.7%,-11.7%,2.1%
CCOC(=O)C1=C(C)NC(C)=C(C(=O)OCC)C1C(=O)OCC(=O)N1CCCCC1C (stereo not drawn),-6.9%,/,17.1%
Cc1oc2ncnc(N3CCCCC3)c2c1C(=O)Nc1cccc(Cl)c1C,18.8%,/,7.1%
Cc1cc(C(=O)Nc2ccccc2Cl)n(-c2ccccc2)n1,-14.9%,6.8%,15.2%
CCc1ccc(NS(=O)(=O)c2cccs2)cc1,-2.6%,0.9%,-3.7%
Cc1ccc(NC(=O)C2CCN(S(=O)(=O)c3ccc4c(c3)CCCC(=O)N4)CC2)c(Cl)c1,-0.4%,/,14.6%
CCC(C)C(=O)Nc1ccc(OC)cc1OC (stereo not drawn),1.1%,7.0%,0.0%
CCn1cc(C(=O)N(C)CC(OC)OC)c(=O)c2cc(S(=O)(=O)N3CCOCC3)ccc21,-5.1%,-14.4%,21.7%
CC(=O)Oc1cccc2c1C(=O)c1c(OC(C)=O)cc(C(=O)O)cc1C2=O,-1.4%,1.6%&10.6%,146.6%[activator]
COc1ccc(C(=O)Oc2cc(C)[nH]c(=O)c2[N+](=O)[O-])c(OC)c1,0.9%,-1.9%,3.2%
COc1cccc(CNC(=O)C(NS(=O)(=O)c2ccc3c(c2)CCN3C(C)=O)C(C)C)c1 (stereo not drawn),-3.0%&1.2%,-6.8%,8.9%&-2.6%
Cc1ccc(-n2ncc3c(=O)n(CC#N)cnc32)cc1,-3.6%,4.7%,2.1%

# Screening data (PubChem)
